FAK blocker = FAK (human) kinase inhibition; Q05397; biochemical FAK kinase activity assay; inhibition, %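 (tested at 7 µM)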; hit rate 0.84% among 97,000; in the data active = inhibition above about 19%;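 also: 0% = DMSO and 100% = reference compound high control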
ERa SRC1 inh = ER-alpha (human) coactivator binding inhibition | inhibition, % at 25.6 µM | hit rate 1.7% among 86,000 | TR-FRET ER-alpha LBD / SRC-1 peptide, estradiol-bound | P03372; in the data active = inhibition above about 50%;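 also: 0% = receptor plus peptide control and 100% = peptide only without receptor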
ERb SRC1 inh = blocks coactivator binding to human estrogen receptor beta; Q92731; TR-FRET ER-beta LBD / SRC1-Cy5 peptide binding; receptor agonist-loaded with 1 µM estradiol; inhibition, % at 25.6 µM; hit rate 1.3% among 86,000;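 active = compounds whose percent inhibition of the receptor-coactivator binding signal exceeds about 50% in the single-dose screen, limit read from the data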;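 also: 0% = receptor plus peptide wells without compound and 100% = peptide-only wells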
Target sequence (Q92731 whole entry, looked up, the tested form may be a part): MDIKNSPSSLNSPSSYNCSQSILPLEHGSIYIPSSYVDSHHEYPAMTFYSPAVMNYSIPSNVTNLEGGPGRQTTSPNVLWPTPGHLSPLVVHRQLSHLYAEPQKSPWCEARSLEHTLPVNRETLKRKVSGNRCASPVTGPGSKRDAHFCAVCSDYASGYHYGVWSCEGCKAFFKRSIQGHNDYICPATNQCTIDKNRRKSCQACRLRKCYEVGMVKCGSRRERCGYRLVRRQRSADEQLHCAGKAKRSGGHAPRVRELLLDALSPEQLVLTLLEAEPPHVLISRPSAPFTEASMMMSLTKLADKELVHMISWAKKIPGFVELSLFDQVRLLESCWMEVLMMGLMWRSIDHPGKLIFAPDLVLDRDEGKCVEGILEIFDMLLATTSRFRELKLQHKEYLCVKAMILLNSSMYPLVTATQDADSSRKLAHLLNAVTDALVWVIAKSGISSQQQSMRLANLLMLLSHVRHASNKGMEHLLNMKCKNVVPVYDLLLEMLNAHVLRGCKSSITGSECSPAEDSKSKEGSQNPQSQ
Mac1 fbg inh = blocks human CD11b/CD18 adhesion to fibrinogen. P05107+P11215. AID 1497. inhibition, % at 10 µM. K562 CD11b/CD18 adhesion to fibrinogen, ATPlite luminescence; Mn2+ added to activate the integrin. hit rate 0.54% among 93,000;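 active = primary inhibition of 50% or more at 10 µM, then 40% or more on retest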; also: some results filed as inactive read as strong as hits
PLAP act = activates human placental alkaline phosphatase; purified PLAP enzyme, luminescent substrate read-out; active compounds read high; activation fold at 20 µM; hit rate 1.2% among 96,000; AID 696; in the data active = activation fold above about 2
Target sequence (P05187 whole entry, looked up): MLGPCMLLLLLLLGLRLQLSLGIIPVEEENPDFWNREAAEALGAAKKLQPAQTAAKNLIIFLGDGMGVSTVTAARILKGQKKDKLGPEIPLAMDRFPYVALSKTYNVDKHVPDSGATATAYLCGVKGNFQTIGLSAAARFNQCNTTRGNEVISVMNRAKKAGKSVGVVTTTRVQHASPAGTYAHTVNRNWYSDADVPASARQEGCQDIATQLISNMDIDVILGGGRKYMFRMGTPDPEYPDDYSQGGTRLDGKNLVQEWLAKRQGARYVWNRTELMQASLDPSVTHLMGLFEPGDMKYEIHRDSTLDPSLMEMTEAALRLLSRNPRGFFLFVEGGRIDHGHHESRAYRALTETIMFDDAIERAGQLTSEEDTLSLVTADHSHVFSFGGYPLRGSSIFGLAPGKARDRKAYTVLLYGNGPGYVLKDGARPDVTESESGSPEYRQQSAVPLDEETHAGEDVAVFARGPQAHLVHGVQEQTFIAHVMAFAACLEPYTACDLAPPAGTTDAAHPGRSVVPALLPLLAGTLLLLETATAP
ERa SRC1 pot = enhances coactivator binding to human estrogen receptor alpha; coactivator binding (% of control), % at 25.6 µM; TR-FRET ERalpha-LBD/SRC-Cy5 coactivator binding, 2 h; 100 = basal binding, no effect; P03372; hit rate 1.3% among 86,000; in the data active = activity above about 200%;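 also: binding measured in presence of low estradiol as agonist stimulus; 0% = peptide alone without receptor and 100% = receptor with peptide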
Ecoli WT expand = E. coli BW25113 growth inhibition, expanded screen; growth inhibition, % at 100 µM; hit rate 0.15% among 98,000; OD600 absorbance;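 active = growth inhibition above about 50% at one test dose, limit read from the data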;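 also: growth measured after 20 h incubation at 37 °C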
CD11b adhes enh = increases human CD11b/CD18 adhesion to fibrinogen | K562 CD11b/CD18 adhesion to fibrinogen, ATPlite luminescence | activation, % at 10 µM | hit rate 0.07% among 93,000 | AID 1499;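 active = 10 µM primary screen giving 50% or more activity, confirmed by 40% or more on retest at that dose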; also: strong numbers were not always called active; reference of the scale not given here
MT1-MMP txn act = activates MT1-MMP transcription; HT1080 MT1-MMP promoter luciferase reporter, luminescence, overnight; active compounds read high; activation factor at 10 µM; hit rate 0.16% among 86,000; AID 750;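 active = activation factor of at least 2 for MT1-MMP transcription at 10 µM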
Active calls of the source: *; nt = no result given; [ ] = remark or other dose. No enrichment for hits. Share with any hit: about 5.1%.

The line under a structure holds: Mac1 fbg inh | CD11b adhes enh | ERb SRC1 inh | ERa SRC1 pot | FAK blocker | Ecoli WT expand | MT1-MMP txn act | PLAP act | ERa SRC1 inh
- CC1CCCCN1C(=O)Cc1ccc(F)cc1 (stereo unspecified)
  11 | -5 | -5 | 100 | -1 | 8 | 1 | 1.2 | -7
- CC(=O)c1c(N)c(C#N)c(C)n1-c1ccc(Br)cc1
  -19 | 9 | nt | nt | 2 | 3 | 1 | 0.8 | nt
- CCN1CCN(c2ncc(C(=O)Nc3ccccc3C(=O)OC)c3ccccc23)CC1
  14 | 2 | -5 | 108 | 4 | 6 | 1.1 | 1.4 | 0
- Cn1c(SCC(=O)C(C)(C)C)nnc1-c1cccnc1
  -3 | -5 | -8 | 115 | 7 | 10 | 1.2 | 1 | -2
- O=c1c2[nH]c3ccccc3c2ncn1Cc1ccccn1
  0 | -7 | 10 | 118 | 0 | 2 | 1 | 0.8 | 8
- CCCCOc1ccc(Cl)cc1CSc1nnc(CC)n1N
  -26 | 1 | -4 | 111 | -3 | 4 | 1.2 | 1 | -8
- O=C(NC(=O)c1ccncc1)NC(c1ccccc1)c1ccccc1
  nt | nt | 8[fluorescence artefact?] | 101 | 5 | 6 | 1 | 1.2 | -4
- COCCNC(=O)C(OC(=O)CC1Sc2ccccc2NC1=O)c1ccncc1 (stereo unspecified)
  -8 | 2 | -10 | 128[fluorescence artefact?] | -1 | -1 | 1.1 | 0.9 | -6
- CN=C1SC(CC(=O)Nc2sc3c(c2C#N)CCCC3)C(=O)N1C (stereo unspecified)
  nt | nt | -5 | 98 | 0 | -3 | 1.2 | nt | -4
- Cc1cccc(OCCCCc2c(C)n[nH]c2C)c1
  21 | 6 | 3[fluorescence artefact?] | 74 | 0 | 15 | 1 | 1.6 | 1[fluorescence artefact?]
- COc1cccc2cc(C(=O)N3CCN(C(=O)c4ccco4)CC3)c(=O)oc12
  -9 | -2 | -2[fluorescence artefact?] | 109 | 0 | 4 | 1.1 | 0.9 | -1
- CC(=O)OCC(=O)[C@H]1CC[C@H]2[C@@H]3CCC4=CC(=O)CC[C@]4(C)[C@H]3CC[C@]12C
  nt | nt | 2 | 107 | nt | nt | 1.1 | nt | -7
- Cc1nc(N)sc1N=Nc1ccc(F)cc1
  9 | 30 | nt | nt | -1 | 13 | nt | 1 | nt
- O=C(N(c1ccccc1)c1ccccc1)n1ccnc1
  nt | nt | 2 | 123 | nt | -2 | 1 | nt | -6
- CC1CCC(NC(=O)C2(C)CCC(=O)N2Cc2cccnc2)CC1 (stereo unspecified)
  -7 | -2 | 8 | 120 | 0 | 2 | 1 | 0.9 | -1
- CCC(C)NC(=O)C1CC(c2ccc(OC)cc2)=NO1 (stereo unspecified)
  24 | -2 | 17 | 107 | -3 | 6 | 1.2 | 1 | 3
- CCOc1ccc(OCC)c(NC(=O)CC2Oc3ccccc3NC2=O)c1 (stereo unspecified)
  -3 | -1 | 13[fluorescence artefact?] | 97 | 4 | 9 | 1.2 | 0.9 | 6
- CCCNCc1cc(Cl)c(OCC)c(Cl)c1
  nt | nt | -4 | 100 | 0 | nt | 1.2 | nt | -2
- Cc1cc(C(=O)CSc2nnc(-c3cccnc3)n2-c2ccccc2)c(C)n1CC1CCCO1 (stereo unspecified)
  -2 | 0 | nt | nt | 1 | 1 | nt | 1.6 | nt
- CCC(=O)N1CCN(c2ccccc2NC(=O)c2cccc(C)c2)CC1
  -1 | 0 | -5 | 109 | -1 | -2 | 1.2 | 1.5 | -9
- COC(=O)c1cnn2c(C)c(Cc3cccc(F)c3)c(C)nc12
  nt | nt | -2[fluorescence artefact?] | 100 | nt | 5 | 1.2 | nt | -8
- COc1ccccc1N(Cc1cc2cccc(C)c2[nH]c1=O)C(=O)C(C)C
  -16 | -4 | -5[fluorescence artefact?] | 111 | -1 | nt | 1.2 | 1 | 2
- Fc1ccc(-c2noc(C3CCN(Cc4cccnc4)CC3)n2)cc1
  21 | -1 | 26 | 105 | -8 | 6 | 1.2 | 1 | -4
- Cc1ccc(C(CC(=O)NCc2ccco2)c2ccc(OC(C)C)cc2)cc1 (stereo unspecified)
  nt | nt | -8 | 94 | 9 | nt | 1 | nt | 1
- COc1nc(N)nc(N2CCOCC2)n1
  -15 | -4 | nt | nt | nt | -4 | 1 | 0.8 | nt
- Fc1ccccc1COc1ccc(/C=N/n2cnnc2)cc1
  7 | -1 | 0 | 99 | 0 | 4 | 1.3 | 1.2 | -6
- COc1ccc(S(=O)(=O)Nc2ccc(F)c(Cl)c2)cc1OC
  10 | -2 | 4 | 99 | nt | 11 | 1.1 | 1.3 | 4[fluorescence artefact?]
- CCCN=C(Nc1ccc(Cl)cc1)c1cccnc1
  -12 | -2 | nt | nt | 3 | -5 | nt | 1 | nt
- O=C(NCCc1ccccc1)C1CCN(S(=O)(=O)c2cccc3nonc23)CC1
  -21 | -3 | 11 | 106 | -2 | 2 | nt | 1 | -2
- CCc1nc(SCC(=O)N2CCN(c3ccccc3)CC2)c2oc3ccccc3c2n1
  -14 | 0 | nt | nt | 2 | -17 | nt | 1.1 | nt

Pulled by compound from the entries so far, three records:
The line under a structure holds: Mac1 fbg inh | CD11b adhes enh | ERb SRC1 inh | ERa SRC1 pot | FAK blocker | Ecoli WT expand | MT1-MMP txn act | PLAP act | ERa SRC1 inh
- CC1CCCCN1C(=O)Cc1ccc(F)cc1 (stereo unspecified)
  11 | -5 | -5 | 100 | -1 | 8 | 1 | 1.2 | -7
- COc1cccc2cc(C(=O)N3CCN(C(=O)c4ccco4)CC3)c(=O)oc12
  -9 | -2 | -2[fluorescence artefact?] | 109 | 0 | 4 | 1.1 | 0.9 | -1
- CC1CCC(NC(=O)C2(C)CCC(=O)N2Cc2cccnc2)CC1 (stereo unspecified)
  -7 | -2 | 8 | 120 | 0 | 2 | 1 | 0.9 | -1

The list continues.
The line under a structure holds: Mac1 fbg inh | CD11b adhes enh | ERb SRC1 inh | ERa SRC1 pot | FAK blocker | Ecoli WT expand | MT1-MMP txn act | PLAP act | ERa SRC1 inh
- CCc1cc2c(CN3CCN(CC)CC3)cc(=O)oc2cc1O
  -6 | 0 | -3 | 121 | 10 | 7 | 0.9 | 1.4 | -2[fluorescence artefact?]
- O/N=C1\CCc2cc(Cl)ccc21
  -15 | -1 | -9 | 110 | 5 | 14 | 1.2 | 0.8 | -5
- CC(C)CCn1c(=O)c2ccccc2c2ccccc2c1=O
  12 | 0 | 0 | 86 | 2 | 1 | 1.2 | 0.8 | 16
- Cc1ccc2c(c1C)NC(=O)C2(O)CC(=O)c1ccc2c(c1)OCO2 (stereo unspecified)
  -18 | 2 | 12 | 89 | 2 | 4 | 1.2 | 1 | 3
- COc1ccc(OC)c(C2CC(=O)c3c([nH]c(C(=O)OC(C)C)c3C)C2)c1 (stereo unspecified)
  39 | -4 | 26 | 139[fluorescence artefact?] | 0 | -6 | 1 | 1.1 | 31[fluorescence artefact?]
- CC1CC(C)CN(C/C=C/c2ccccc2[N+](=O)[O-])C1 (stereo unspecified)
  -3 | 4 | nt | nt | -4 | -1 | nt | 1.2 | nt
- CCOC(=O)c1c(-c2cccs2)csc1NC(=O)CC(C)C
  7 | -4 | 2 | 100 | 3 | -4 | nt | 1.2 | -2
- CC(C)(C)NC(=O)CN(Cc1cccs1)C(=O)CNS(=O)(=O)c1ccccc1
  -5 | -6 | -5 | 97 | -1 | -12 | 1.2 | 0.8 | -7
- COc1c(C)cc(Br)cc1C(=O)NCc1cccnc1
  nt | nt | -8 | 129 | 1 | 3 | 1 | nt | -8
- Cc1cc2oc(C(=O)Nc3cccnc3)c(C)c2cc1C
  -4 | -1 | 0 | 98 | 4 | -8 | 1.4 | 0.9 | 13
- CC(=O)N1CCc2cc(C(=O)CN3CCN(C(=O)c4ccco4)CC3)ccc21
  -7 | -3 | -5 | 105 | -3 | 1 | 0.9 | 1.6 | -6
- COc1ccc(NC(=O)CSc2nnc(CNC(=O)c3ccco3)n2-c2ccccc2OC)cc1
  nt | nt | -3[fluorescence artefact?] | 114 | 1 | 10 | 1.1 | 1 | -7
- COc1ccccc1Cn1c(=O)c2ccccc2n2c(SCC(=O)N3CCCCC3)nnc12
  5 | -4 | -1 | 106 | nt | nt | 1.1 | nt | 4[fluorescence artefact?]
- CSc1nc2ccccc2n1C(=O)Oc1ccccc1
  -11 | -3 | -1[fluorescence artefact?] | 92 | -1 | -4 | 1.2 | 1.1 | 8[fluorescence artefact?]
- CC(C)CCNC(=O)CSc1nc2ccsc2c(=O)n1NC(=O)c1ccccc1
  6 | -5 | -6 | 95 | -1 | -2 | 1.2 | 1.1 | -2
- Cc1cccc(Cn2c(NCCO)nc3c2c(=O)n(C)c(=O)n3C)c1
  26 | -1 | -11 | 114 | 7 | 1 | 1.1 | 1.2 | -5
- O=C(NCCN1CCOCC1)c1cccc(S(=O)(=O)N2CCCCCC2)c1
  -25 | -5 | 1 | 90 | -1 | 4 | 1.1 | 1.5 | 1
- CCOC(=O)Nc1ccc2c(CN3C(=O)NC4(CCCC4)C3=O)cc(=O)oc2c1
  nt | nt | 32 | 91[fluorescence artefact?] | 0 | 2 | 1.1 | nt | 45
- CCOC(=O)N1CCN(C(c2cccnc2)c2ccc3cccnc3c2O)CC1 (stereo unspecified)
  -2 | -4 | 58*[fluorescence artefact?] | 49[fluorescence artefact?] | -1 | 10 | 1 | 2.2* | 53*[fluorescence artefact?]
- C=CCN1C(=O)CC(C(=O)NC)SC1=Nc1ccc(C(=O)OCC)cc1 (stereo unspecified)
  nt | nt | -15 | 103 | 2 | 1 | 1.1 | 1.5 | -21
- COc1ccc(Br)cc1CNC(=O)C1CCCN(S(C)(=O)=O)C1 (stereo unspecified)
  -26 | -3 | -3 | 104 | 4 | -1 | 1 | 1 | -5
- CC(=Nc1ccc(C)c(C)c1)C1=C(O)CCC1=O
  -12 | -4 | -8 | 142 | -1 | 4 | 1.4 | 1 | -2
- COc1ccc2[nH]c(=O)c(CN(CC3CCCO3)C(=O)Nc3ccc(F)cc3)cc2c1 (stereo unspecified)
  -10 | 2 | nt | nt | -4 | -6 | 1 | 0.9 | nt
- O=C(Nc1ccccc1Cl)c1c(F)c(F)c(F)c(F)c1F
  nt | nt | 2 | 102 | 4 | nt | 1.1 | nt | -6
- COc1ccccc1CNC(=O)Cn1nnc(-c2ccncc2)n1
  4 | 7 | -7 | 88 | 1 | 8 | 1.2 | 1.1 | 2
- CC(=O)NC1CSCC1OC(C)=O (stereo unspecified)
  -14 | -1 | -7 | 115 | 4 | 1 | 1.1 | 0.8 | -3
- CC(/C=C/c1ccccc1)=N/NC(=O)c1cnccn1
  nt | nt | -3 | 114 | 2 | nt | 1.2 | nt | 0[fluorescence artefact?]
- CC(C)CNC(=S)NNC(=O)c1csc2c1CCCC2
  2 | -4 | nt | nt | 0 | -4 | nt | 1 | nt
- CCOC(=O)c1c(C)oc2c1c(C(c1ccccc1)N1CCOCC1)c(O)c1ccccc12 (stereo unspecified)
  12 | -2 | nt | nt | 0 | -3 | nt | 1.5 | nt
- CC(=O)OC(C)C[N+](C)(C)C (stereo unspecified)
  nt | nt | 4 | 96 | nt | nt | 1.1 | nt | -2
- Cc1c(Cc2ccccc2)sc(NC(=O)c2ccco2)c1C(N)=O
  nt | nt | 9 | 110 | 25* | nt | 1.2 | nt | 24
- Cc1ccc(-c2nnc(N3CCN(C(=O)COc4ccccc4)CC3)c3ccccc23)cc1
  -3 | 2 | -6 | 82 | 0 | -7 | 1 | 1.6 | 1
- O=C1N=C(N2CCOCC2)S/C1=C1\C(=O)N(Cc2ccccc2)c2ccccc21
  -2 | -2 | -2 | 103 | nt | nt | 1.4 | 1 | -12
- O=C(NNc1cccc(Cl)n1)Nc1cccc(Cl)c1
  6 | -2 | nt | nt | 3 | -2 | nt | 0.8 | nt
- CCOC(=O)/C(C#N)=C1/C=CNC(=O)N1
  -1 | -2 | -3 | 77[fluorescence artefact?] | -11 | 1 | 1.1 | 1 | 2

Compound activity deposited in PubChem BioAssay by several laboratories.
